M5 antag – blocks acetylcholine activation of human M5 receptor | inhibition, % at 3 µM | AID 624040 | P08912 | CHO-hM5 cells, Fluo-8 calcium fluorescence, ACh EC80 | 360,000 compounds, 0.59% hits;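 active = inhibition above a per-plate cutoff, the mean of that plate's test compounds plus 3 SD, cut at about 27% in these data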;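 note: 0% = acetylcholine EC80 with DMSO and 100% = DMSO without agonist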
Target sequence (P08912 whole entry, looked up): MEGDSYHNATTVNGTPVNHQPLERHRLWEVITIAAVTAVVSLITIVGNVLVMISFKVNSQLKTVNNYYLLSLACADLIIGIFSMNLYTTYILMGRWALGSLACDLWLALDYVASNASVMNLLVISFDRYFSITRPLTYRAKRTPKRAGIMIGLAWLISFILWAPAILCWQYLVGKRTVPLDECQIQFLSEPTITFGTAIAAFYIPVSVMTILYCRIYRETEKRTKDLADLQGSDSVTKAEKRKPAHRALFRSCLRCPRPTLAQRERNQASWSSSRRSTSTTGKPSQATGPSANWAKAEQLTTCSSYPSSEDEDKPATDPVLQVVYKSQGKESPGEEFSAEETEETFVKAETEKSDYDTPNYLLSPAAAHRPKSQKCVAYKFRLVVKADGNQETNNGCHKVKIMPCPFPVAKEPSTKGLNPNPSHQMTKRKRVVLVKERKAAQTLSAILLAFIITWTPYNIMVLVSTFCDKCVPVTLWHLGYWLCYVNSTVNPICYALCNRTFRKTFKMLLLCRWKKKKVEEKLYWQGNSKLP
M4 ag – CHRM4 agonism in calcium assay; P08173; CHO-K1 hM4/Gqi5, Fluo-8 calcium fluorescence; vehicle 0%, full acetylcholine response 100%; activation, % at 3 µM; 360,000 compounds, 0.14% hits; AID 624127;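 active = activation above the run mean over all test wells plus 3 SD, cut at about 32% in these data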;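 note: peak over basal fluorescence ratio per well then scaled between controls; 0% = DMSO wells and 100% = acetylcholine at EC100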
Target sequence (P08173 whole entry, looked up): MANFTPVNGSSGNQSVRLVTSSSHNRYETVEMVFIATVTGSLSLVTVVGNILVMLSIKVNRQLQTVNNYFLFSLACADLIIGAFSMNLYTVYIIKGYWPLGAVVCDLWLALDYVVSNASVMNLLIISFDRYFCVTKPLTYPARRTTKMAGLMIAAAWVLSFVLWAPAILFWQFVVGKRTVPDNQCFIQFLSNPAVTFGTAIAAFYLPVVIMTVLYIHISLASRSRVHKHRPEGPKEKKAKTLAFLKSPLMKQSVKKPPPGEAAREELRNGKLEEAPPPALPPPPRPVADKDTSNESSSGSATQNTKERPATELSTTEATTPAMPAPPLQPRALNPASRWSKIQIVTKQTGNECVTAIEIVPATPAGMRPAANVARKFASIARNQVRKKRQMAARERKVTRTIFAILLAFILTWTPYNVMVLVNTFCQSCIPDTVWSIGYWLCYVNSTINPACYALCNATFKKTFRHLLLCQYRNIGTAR
CHO-K1 Ca ag – counter-screen for M1 agonists: effect in parental CHO-K1 cells; Fluo-8 calcium fluorescence; scaled to maximal ATP response, vehicle zero; activation, % at 3 µM; 360,000 compounds, 0.48% hits; in the data active = activation above about 15%;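 note: untransfected CHO-K1 host cells lacking M1 receptor as counterscreen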
M5 ag – CHRM5 agonism in calcium assay. P08912. 360,000 compounds, 0.19% hits. CHO-K1 hM5 cells, Fluo-8 calcium fluorescence; 0% DMSO wells, 100% maximal acetylcholine response. AID 624037. activation, % at 3 µM;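 active = activation above the run's mean over test compounds plus 3 SD, cut at about 23% in these data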;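 note: signal is peak over basal fluorescence ratio across the kinetic read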
M4 PAM – potentiates acetylcholine response at human M4 receptor. 360,000 compounds, 0.4% hits. CHO-K1 hM4/Gqi5, Fluo-8 calcium fluorescence, ACh EC20; 0% = ACh EC20, 100% = maximal ACh. activation, % at 3 µM. AID 624126. P08173;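 active = activation above its plate's cutoff, the mean activation of sample wells plus 3 SD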; note: some results filed as inactive read as strong as hits
CHO-K1 Ca antag – counter-screen for M1 antagonists: effect in parental CHO-K1 cells; ATP-induced calcium, Fluo-8 fluorescence; inhibition, % at 3 µM; 360,000 compounds, 0.6% hits; AID 602250;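 active = inhibition above a per-plate cutoff, the plate's mean sample inhibition plus 3 SD, cut at about 24% in these data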;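 note: 0% = DMSO plus EC80 ATP and 100% = DMSO alone without ATP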
M5 PAM – potentiates acetylcholine response at human M5 receptor; P08912; CHO-K1 hM5, Fluo-8 calcium, ACh EC20 PAM; 0% = ACh EC20, 100% = ACh EC100; activation, % at 3 µM; 360,000 compounds, 0.3% hits;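 active = activation above the run cutoff, the mean activation of all test compounds plus 3 SD, cut at about 18% in these data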
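Assay system: CHO-K1 hM5 cells / Incubation: Fluo-8 loading 80 min at 37 °C plus 30 min room temperature / Technique: Fluo-8 calcium dye fluorescence, kinetic read / Repeats: single replicate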
M1 PAM parental – nonselective activator or artifact in parental CHO-K1 calcium assay | ATP EC20, Fluo-8 calcium fluorescence; 0% at ATP EC20, 100% at ATP max | activation, % at 3 µM | 360,000 compounds, 0.02% hits | AID 602247;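 active = activation above the run cutoff, the mean activation of all test compounds plus 3 SD, cut at about 40% in these data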;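 note: peak over basal fluorescence ratio in a 140 s read after ATP addition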
M4 antag – CHRM4 antagonism in calcium assay. CHO-hM4 cells, ACh EC80, Fluo-8 calcium fluorescence. inhibition, % at 3 µM. 360,000 compounds, 0.73% hits;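 active = inhibition above its plate's cutoff, the mean inhibition of sample wells plus 3 SD, cut at about 27% in these data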;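 note: 0% = acetylcholine EC80 with DMSO and 100% = DMSO without agonist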
An asterisk follows results filed as active; nt = not tested or not shown.

SMILES	M5 antag	M4 ag	CHO-K1 Ca ag	M5 ag	M4 PAM	CHO-K1 Ca antag	M5 PAM	M1 PAM parental	M4 antag
O=C(CNC(=O)N1CC(=O)Nc2ccccc21)NCc1ccccc1	9	-1	0.5	-2	10	-10	-6	14	-4
COc1ccccc1C(CNC(=O)C(CCSC)NC(=O)c1ccccc1Cl)N1CCCC1 (centres undefined)	5	1	-0.1	-8	-2	-10	-4	13	-20
O=C(Nc1nnc([C@@H]2C[C@H](O)[C@@H](CO)O2)s1)Nc1cccc2c1CCCC2	2	1	0.1	1	2	-4	2	24	1
O=[N+]([O-])c1cc(S(=O)(=O)Nc2cccc(Cl)c2)ccc1N/N=C/c1ccc(N2CCOCC2)cc1	6	2	0.0	-1	-7	13	-2	-21	-3
COc1ccc(N(CC(=O)NC(C)(C)C)C(=O)c2ccco2)cc1	-5	0	0.4	-2	0	-20	1	18	-7
NCC(O)COCCC12CC3CC(CC(C3)C1)C2 (centres undefined)	-3	1	0.1	-2	-8	-9	-1	11	10
O=C(Nc1cccc(S(=O)(=O)Nc2ccc(Cl)cc2)c1)c1ccc(Cl)nc1	35*	16	14	5	-15	28*	-20	-2	30*
COc1ccc(Cl)cc1N(C)C(=O)CCNC(=O)Cn1cnc2ccccc2c1=O	-6	0	0.1	3	-2	1	7	-6	7
C/C(=N/N=C1\SCC(=O)N1c1ccccc1)c1ccc(C)cc1	2	1	1.8	-2	5	-14	-2	23	6
COc1ccccc1OCCn1cc(/C=N/NC(N)=S)c2ccccc21	11	10	6.1	6	-9	-15	-3	24	-1
Cc1cc(-c2ccccc2)nc2cc(C(=O)NCCCn3ccnc3)nn12	-1	1	-0.6	-4	1	-1	1	8	0
NS(=O)(=O)c1cccc(NC(=O)c2cccnc2Oc2ccccc2)c1	6	1	0.9	3	-14	-2	-4	0	2
C/C(N)=C(/C#N)C(=O)CSc1ncnc2ccccc12	3	2	2.9	1	-2	11	-6	11	-4
CCC(C)NC(=O)CCCCCn1c(=O)[nH]c2cc(OC)c(OC)cc2c1=O (centres undefined)	-2	0	0.0	1	-4	10	3	-2	14
COc1ccc(CCNC(=O)C(=O)NCC2CCCN2S(=O)(=O)c2ccccc2)cc1OC (centres undefined)	6	18	8.8	2	-12	7	-14	8	9
CCOc1cc(C(c2c(C)[nH][nH]c2=O)c2c(C)[nH][nH]c2=O)cc([N+](=O)[O-])c1O	-8	1	-0.2	-2	2	3	13	1	-12
Cc1ccc(N2CC(C(=O)OCC(=O)c3ccc(F)cc3)CC2=O)cc1 (centres undefined)	4	2	2.5	-3	-1	-14	-3	15	-2
O=C(O)c1ccc(N2CCN(Cc3ccc4c(c3)OCO4)CC2)c([N+](=O)[O-])c1	-2	0	-0.1	-1	-5	-12	-1	1	-1
Cc1ccc(Cl)cc1NC(=O)COC(=O)CSc1ccccc1	13	1	-0.2	-5	4	-13	2	10	-4
O=C(CCN1CCN(c2ccccc2)CC1)Nc1nccs1	-3	1	0.5	-6	-5	19	1	-7	5
CC1(C)CC(C(CC(=O)N2CCCC2)Cc2ccccc2)CCO1 (centres undefined)	-2	1	0.4	1	3	-11	8	18	10
CCc1ccc(-c2nc(CN3CCC(C(=O)NCCc4ccc(OC)c(OC)c4)CC3)c(C)o2)cc1	-9	7	1.4	-4	7	-19	2	22	0
NS(=O)(=O)c1cnccc1Nc1cccc(F)c1	5	3	1.1	5	-3	0	-7	-2	-13
N#Cc1ccc(NC(=O)COC(=O)C2CCC2)cc1	19	2	1.3	1	2	10	3	10	-1
CSc1ccc(S(=O)(=O)N2CCC(C(=O)NCCN3CCOCC3)CC2)cc1	5	1	0.6	-3	3	-8	-1	10	-15
COc1ccc(N2C(=O)c3ccccc3NC2(C)C)cc1	11	1	0.4	-1	-2	-8	-5	1	-2
O=C(Nc1ccc2c(c1)OCCO2)C(c1ccccc1)n1c(=O)c(-c2cc3ccccc3[nH]2)nc2ccccc21 (centres undefined)	1	2	nt	2	3	nt	7	nt	7
COc1cc(C2c3cc4c(cc3OC(NNC(N)=S)C2C)OCO4)cc(OC)c1OC (centres undefined)	13	1	0.8	8	3	-8	1	19	-2
Cc1ccc(NC(=O)CN(C)C(=O)CSc2nnnn2C)cc1	-3	1	0.4	5	-7	3	3	-14	-6
Nc1c(-c2ccccc2)nnn1Cc1ccccc1	7	2	0.6	-3	-15	-3	-3	3	-5
CCOC(=O)c1cnc2c(C)c(Cl)ccc2c1N1CCN(CC)CC1	-6	5	1.4	-8	5	3	-2	14	-2
COc1cccc(C(=O)O/N=C(\C)c2cnccn2)c1	3	2	0.1	-1	12	-9	4	14	1
COc1ccc(OCCNc2c([N+](=O)[O-])c(=O)oc3ccccc23)cc1	6	15	9.0	-1	-6	-17	-4	13	-17
COc1ccc(-c2ccc(C(=O)C3CC3)cc2)cc1	-6	0	0.9	-3	1	-8	4	3	-6
Brc1ccc(-c2nnc3ccc(N4CCN(c5ccccc5)CC4)nn23)cc1	-1	0	0.4	0	-1	-8	2	20	6
COc1ccc(N/C=C\C(=O)c2ccc(C)cc2)cc1OC	-14	2	0.9	0	-6	-2	-5	7	-1
Cc1sc2ncnc(NCc3cccnc3)c2c1C	0	9	4.7	3	8	2	-6	3	-17
CCCCCC(=O)NNC(=S)NC(=O)c1ccc([N+](=O)[O-])cc1	-4	0	-0.4	1	-3	-9	2	13	3
Cn1c(N)c(C(=O)COC(=O)c2cc(-c3ccccc3)nc3ccccc23)c(=O)n(Cc2ccccc2)c1=O	5	1	0.6	4	11	-8	-1	1	-2
COc1ccccc1N1CCN(CC(=O)Nc2cc(C)nn2-c2nc(C)cc(C)n2)CC1	-2	0	-0.1	-3	-5	-6	4	-7	-7
O=C/C(=C\Nc1ccc(Cl)cn1)c1nc2ccccc2o1	-7	0	0.1	1	19	2	7	10	1
CCN(CC)CCCNC(=O)c1nn(-c2ccc(OC)cc2OC)c(=O)c2ccccc12	5	0	-0.2	-2	-5	-3	-2	2	-5
CNC(=O)C12CC3CC(CC(Cl)(C3)C1)C2	1	1	1.8	-1	-8	-7	-4	24	8
CC(C)(C)C(=O)OCc1ccc(C2=CC(=O)CC(C)(C)C2=O)cc1	-8	5	1.6	2	-4	-6	2	0	-13
COc1cccc(-c2n[nH]nc2C2=CC(=O)C[C@H](c3ccc(F)cc3)C2)c1	-2	3	3.4	2	4	-3	2	13	-6
O=C1NC[C@H](Cc2ccc(O)cc2)N(CCc2cccc(F)c2)C1=O	0	2	0.3	0	8	-11	-5	3	-14
NS(=O)(=O)c1ccc(N2N=C(c3ccccc3)CC2c2ccccc2)cc1 (centres undefined)	9	0	1.3	-2	-3	-14	-6	28	2
CC(Oc1ccccc1)C(=O)N1CCN(c2ncccn2)CC1 (centres undefined)	4	1	0.3	2	12	-6	1	7	3
COc1cccc(N2CCN(C(=O)/C=C/c3ccco3)CC2)c1	-6	2	0.9	-3	2	-22	5	10	-2
COc1ccc(CNC(=O)c2noc3c2CCCCC3)cc1	2	0	0.8	-4	2	-19	-2	7	8

5 of the compounds above, in CSV form:
SMILES,M5 antag,M4 ag,CHO-K1 Ca ag,M5 ag,M4 PAM,CHO-K1 Ca antag,M5 PAM,M1 PAM parental,M4 antag
CNC(=O)C12CC3CC(CC(Cl)(C3)C1)C2,1,1,1.8,-1,-8,-7,-4,24,8
CC(C)(C)C(=O)OCc1ccc(C2=CC(=O)CC(C)(C)C2=O)cc1,-8,5,1.6,2,-4,-6,2,0,-13
COc1cccc(-c2n[nH]nc2C2=CC(=O)C[C@H](c3ccc(F)cc3)C2)c1,-2,3,3.4,2,4,-3,2,13,-6
O=C1NC[C@H](Cc2ccc(O)cc2)N(CCc2cccc(F)c2)C1=O,0,2,0.3,0,8,-11,-5,3,-14
NS(=O)(=O)c1ccc(N2N=C(c3ccccc3)CC2c2ccccc2)cc1 (centres undefined),9,0,1.3,-2,-3,-14,-6,28,2

(next part)
SMILES	M5 antag	M4 ag	CHO-K1 Ca ag	M5 ag	M4 PAM	CHO-K1 Ca antag	M5 PAM	M1 PAM parental	M4 antag
Cc1ccc(-c2nnc3n2N=C(c2ccccc2)CS3)cc1	-1	0	0.1	0	-5	7	-4	-6	2
Cc1ccc(CC(=O)NC2CCN(Cc3ccccc3)CC2)cc1	0	1	2.0	-7	-6	-7	-3	18	0
COc1ccc(OC)c(-c2csc(N(C)C(=O)c3ccco3)n2)c1	1	0	0.5	3	1	-4	12	16	-3
CCO[C@@H]1OC(C(=O)N2CCN(Cc3ccc4c(c3)OCO4)CC2)=C[C@H](c2cn(C(C)=O)c3ccccc23)[C@H]1CCCO	8	11	3.3	0	-3	-17	-11	5	1
Cc1cc(F)c(F)cc1C(=O)N1CCCC1	-10	0	-0.2	-1	-1	23	5	-14	-1
COc1ccc(-c2cnc3c(NC=O)cc(-c4ccc(S(C)(=O)=O)cc4)cn23)cc1OC	-9	-3	-1.0	-1	7	7	4	-6	-24
Cc1cccc(-n2c(SCC(=O)NCc3ccco3)nc3ccccc3c2=O)c1	-5	2	1.0	0	0	9	-1	-7	4
COc1ccc(N2CCN(S(=O)(=O)c3ccc(OC)cc3)CC2)cc1	6	3	0.2	2	-7	-13	-4	15	-3
CC1=C(C(=O)O)N2C(=O)C(NC(=O)c3nn(C)c(C)c3Cl)C2SC1 (centres undefined)	-18	2	-0.1	-3	-3	-5	0	19	-9
COc1ccc(-c2noc3c2-c2nc(-c4ccc(Br)cc4)sc2CC3)cc1	10	0	1.3	-2	-3	-12	8	14	10
O=[N+]([O-])c1ccc(-c2nc(NCc3cccnc3)c3ccccc3n2)cc1	13	0	0.3	-1	-2	6	-8	-9	8
CCOC(=O)c1ccc(-c2ccc3ncnc(NCc4csc(C)n4)c3c2)o1	7	9	4.1	2	-5	4	-5	5	-2
Cc1ccc(S(=O)(=O)N(C)c2ccc(C(=O)NCC(c3ccco3)N3CCCC3)cc2)cc1 (centres undefined)	3	2	9.1	-3	-2	1	3	23	1
C[C@@H](C(=O)NCc1ccco1)N1C(=O)N2CCc3c([nH]c4ccccc34)[C@@]2(C)C1=O	6	3	1.9	4	9	9	1	1	-13
COc1ccc(C(CNC(=O)c2ccc(OCc3ccccc3)cc2)N2CCOCC2)cc1 (centres undefined)	-2	5	0.0	-4	-5	8	-9	-9	1
O=C(CN1CCCCC1)Nc1nnc(-c2ccccc2)s1	6	1	0.7	-1	6	-17	5	17	-2
COc1ccccc1NS(=O)(=O)c1cc(NC(=O)CN2C(=O)NC3(CCCC3)C2=O)ccc1C	9	1	0.8	3	6	-4	-3	-6	-4
CC1CCCCN1CC(O)COCc1ccccc1 (centres undefined)	12	1	-0.1	-4	0	-9	-1	9	-3
COc1cc(NC2=CC(=O)CC(C)(C)C2)cc(OC)c1OC	-7	-1	0.2	0	-1	-5	-3	8	11
O=C(Nc1ccc(F)cc1)Nc1nnc([C@@H]2C[C@H](O)[C@@H](CO)O2)s1	4	0	1.5	0	8	7	-1	-8	-9
O=C(Nc1cc(C(=O)N2CCN(c3ccccc3)CC2)ccc1Cl)c1cccs1	17	17	3.4	3	1	-9	-15	-9	-1
CCOc1ccc(S(=O)(=O)n2cnc(C)c2)cc1	9	0	0.9	-22	-4	-7	-2	-6	2

Assay outcomes from PubChem BioAssay.

Outcome played no part in choosing rows; 2.7% or so of the library scored in one or more.
